pCIP destab: p/CIP protein destabilization; Q05BA5; F442A p/CIP-EGFP cells, EGFP fluorescence, 16 h; decrease of EGFP signal, % at 10 µM; 290,000 compounds, 0.01% hits;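 active = EGFP signal decrease of at least 30% at 10 µM or well 3 SD below plate mean, unless failing retest; inactive = the rest, including hits failing retest or dose response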; note: some compounds called inactive have numbers as strong as hits; many of its hits are not listed in these tables
PfM18AAP inh: PfM18AAP enzyme inhibition; recombinant PfM18AAP, H-Glu-NHMec fluorogenic cleavage; inhibition, % at 7.35 µM; 290,000 compounds, 1.2% hits;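 active = inhibition above the campaign mean inhibition over all tested compounds plus 3 SD, cut at about 28% in these data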;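 note: 0% = plate median of test compound wells and 100% = 2 mM ZnCl2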
MEKK3 PB1 HTS: raises or lowers MEK5 binding to the human MEKK3 PB1 domain; bead-based flow cytometry, Alexa488-MEK5 binding to MEKK3; actives lie on both sides; 0 = blocked by unlabeled MEK5, 100 = vehicle; binding response (% of control), % at 10 µM; 290,000 compounds, 1.4% hits; AID 1529;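 active = binding response more than 3 SD above or below the average of its plate-row segment, actives on both sides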;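 note: Alexa488 bead fluorescence after subtracting the streptavidin-only scavenger bead signal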
Target sequence (Q99759 whole entry, looked up, the tested form may be a part): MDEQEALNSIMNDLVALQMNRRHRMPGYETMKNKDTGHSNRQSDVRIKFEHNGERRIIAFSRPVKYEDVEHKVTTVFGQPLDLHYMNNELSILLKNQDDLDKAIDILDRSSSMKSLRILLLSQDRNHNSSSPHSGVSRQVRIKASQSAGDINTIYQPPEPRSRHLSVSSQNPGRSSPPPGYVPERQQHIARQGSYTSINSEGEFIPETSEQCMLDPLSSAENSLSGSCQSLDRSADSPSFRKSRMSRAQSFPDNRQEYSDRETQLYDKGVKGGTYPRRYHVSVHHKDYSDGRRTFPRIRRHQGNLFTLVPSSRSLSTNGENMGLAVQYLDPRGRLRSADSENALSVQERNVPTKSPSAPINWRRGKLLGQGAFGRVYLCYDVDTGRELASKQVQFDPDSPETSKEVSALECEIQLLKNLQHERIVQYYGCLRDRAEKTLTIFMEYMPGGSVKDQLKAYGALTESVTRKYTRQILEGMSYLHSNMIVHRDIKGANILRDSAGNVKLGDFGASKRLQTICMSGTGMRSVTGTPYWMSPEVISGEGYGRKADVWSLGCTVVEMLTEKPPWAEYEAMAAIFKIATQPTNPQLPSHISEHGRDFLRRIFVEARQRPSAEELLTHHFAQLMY
IDE inh: cellular human IDE inhibition. P14735. HEK cells, FAbetaB cleavage, fluorescence polarization. inhibition, % at 5.59 µM. 320,000 compounds, 0.41% hits;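 active = percent inhibition above the average of all tested compounds plus 3 SD, set per screening campaign, cut at about 16% in these data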;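 note: IDE supplied by intact live HEK cells; FP after avidin binding of uncleaved biotin substrate so inhibition keeps polarization high; 0% = DMSO wells and 100% = 60 µM reference IDE inhibitor Ii1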
MEKK2 WT-MEK5: raises or lowers MEK5 binding to wildtype human MEKK2 PB1 domain | Q9Y2U5 | bead flow cytometry, Alexa488-MEK5 binding to MEKK2 WT; actives lie on both sides | binding response (% of control), % at 10 µM | 290,000 compounds, 1.1% hits | AID 1531; in the data active = binding response below about 67% or above about 130%
UBC9 SUMO inh: SUMOylation inhibition | P63279 | HTRF SUMOylation assay, SAE1/SAE2 + UBC9, in vitro | inhibition, % at 35 µM | 290,000 compounds, 0.36% hits; in the data active = inhibition above about 50%, passing the limit was not always enough; note: strong numbers were not always called active
Target sequence (P63279 whole entry, looked up): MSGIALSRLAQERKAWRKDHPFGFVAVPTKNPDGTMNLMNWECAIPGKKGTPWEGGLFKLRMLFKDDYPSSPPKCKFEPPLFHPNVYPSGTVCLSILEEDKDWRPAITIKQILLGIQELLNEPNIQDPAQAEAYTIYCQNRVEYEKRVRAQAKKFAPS
IDE cell activ: activators of human insulin-degrading enzyme in cells; P14735; HEK cells, FAbeta-B cleavage, fluorescence polarization; 0% vehicle, 100% cell-free pure enzyme wells; activation, % at 5.96 µM; 340,000 compounds, 0.073% hits; AID 493087;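 active = activation above the mean of all tested compounds plus 3 SD, set per screening campaign, cut at about 17% in these data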
NALP1 inh: inhibitors of NALP1 inflammasome in yeast. 280,000 compounds, 0.61% hits. inhibition, % at 10 µM. AID 2071. S. cerevisiae NALP1/ASC/caspase-1 growth, X-gal OD620, 72 h; in the data active = inhibition mostly above about 24%, no sharp cut-off; inactive = mostly below about 32%; note: some compounds called inactive have numbers as strong as hits
MEKK2mut PB1 HTS: signal of MEK5 binding to mutant human MEKK2 PB1 domain; bead flow cytometry, Alexa488-MEK5 binding to MEKK2 mutant; 290,000 compounds, 0.35% hits; AID 1530; percent response, % at 10 µM; in the data active = percent response above about 24%, passing the limit was not always enough; note: inactives centre near 1; some results filed as inactive read as strong as hits; reference of the scale not given here
Starred values were filed as active, the others as inactive; . = not tested or not shown; [ ] = remark or other dose. The list is partial; rates above refer to the full screens.

Under each structure – pCIP destab	PfM18AAP inh	MEKK3 PB1 HTS	IDE inh	MEKK2 WT-MEK5	UBC9 SUMO inh	IDE cell activ	NALP1 inh	MEKK2mut PB1 HTS
1. O=C(Cc1c(F)cccc1Cl)Nc1ccon1
    -1	-8	100	0	103	4	4	9	-2
2. O=C(Nc1ccc(Cl)cc1)c1ccc(-c2ccccn2)s1
    -13	-1	102	-2	103	1	.	.	8
3. COC(=O)C(C)n1nnc2sc(-c3ccccc3)cc2c1=O (stereo not drawn)
    -3	2	102	1	98	1	-1	5	-4
4. Cc1cc(C)n(Cc2ccc(C(=O)N/N=C/c3ccc(-c4ccc([N+](=O)[O-])cc4)o3)o2)n1
    -24	13	101	-7	96	.	2	26	0
5. Cc1ccc(NC(=O)CCNS(=O)(=O)c2ccc3c(c2)oc(=O)n3C)cc1C
    -13	1	93	7	98	14	-1	17	3
6. CCOC(=O)c1cnc2ccc(OCC)cc2c1NCCCN1CCOCC1
    3	-1	104	4	104	-2	-4	24	10
7. COC(=O)c1ccc(NC(=O)CSc2n[nH]c(-c3ccncc3)n2)cc1
    -14	-3	93	6	95	10	-8	.	-14
8. S=c1[nH]nc(-c2ccncc2)n1Cc1ccccc1
    -9	16	100	1	100	13	3	-4	2
9. Cc1nnc(SCC(=O)NC2CCCc3ccccc32)n1-c1ccccc1 (stereo not drawn)
    2	9	97	-1	98	-4	6	16	0
10. O=C(CNS(=O)(=O)c1ccc2ccccc2c1)OCc1csc(-c2ccccc2)n1
    -15	5	100	-2	99	-11	0	22	0
11. C[C@@H](NC(=O)c1cc2c([nH]c3ccccc32)c(-c2ccccc2)n1)C(=O)O
    0	3	106	-1	102	-3	-5	18	7
12. CC(C)NC(=O)CSc1nc(N)c(-c2ccccc2)c(=O)[nH]1
    -6	6	100	7	97	7	3	7	0
13. O=C(CSc1nnc2c(n1)[nH]c1ccc(F)cc12)Nc1ccccc1F
    -17	-2	102	-1	101	31	5	14	4
14. CCCCNC(=S)N/N=C/c1cccc(OCC)c1O
    -5	15	96	0	96	20	4	5	-3
15. C[C@H]1CN=C(Nc2ccccc2)N1CCCC1CCCC1
    -14	3	101	6	103	21	0	4	9
16. CCc1ccccc1NC(=O)c1cnc2n(c1=O)CCS2
    -7	3	101	2	105	-2	6	20	3
17. O=C1NC2(CCC3(CC2)OCCO3)NN1c1ccc(Cl)cc1
    17	4	99	-3	88	-3	.	4	-11
18. Cc1ccc(C(=O)/C=C2\NCCNC2=O)cc1
    -3	2	86	2	97	-6	-1	-2	2
19. O=C(COC(=O)c1ccc(Cl)c(Cl)c1)NC1CCCC1
    0	0	106	-1	105	6	3	-1	9
20. O=C(CCNC(=O)N1CCn2c1nc1ccccc12)NCc1ccc(F)cc1
    0	1	95	3	95	1	4	6	-2
21. NC(=S)N/N=C/c1ccc(-c2cc(Cl)ccc2Cl)o1
    -2	-15	93	-2	89	21	-4	-1	-5
22. COc1cc(OC)cc(C(=O)Nc2ccc3c(c2)COC3=O)c1
    4	3	121	-2	113	6	-5	-3	9
23. O=C(O)c1ccc(CSc2nnc(-c3ccccc3)n2-c2ccccc2)cc1
    -20	-14	101	-4	108	17	-1	23	-10
24. CCN(CC)CCCNC(=O)c1cn(CC(C)C)c(=O)c2c1c1ccccc1n2C
    0	10	107	2	115	6	4	0	13
25. COc1cccc(-c2c(C(=O)N/N=C(\C)c3ccc(Cl)s3)nnn2-c2nonc2N)c1
    11	-5	97	3	96	-11	-1	5	-8
26. Fc1ccc(OCCOCCNCC2CCCO2)cc1 (stereo not drawn)
    -16	-24	97	0	103	-13	9	9	5
27. N=c1sccn1CC(=O)NCCc1ccc(Cl)cc1
    2	-7	96	1	101	4	4	34	-1
28. S=c1nccc(-c2ccc3c(c2)CCO3)[nH]1
    -4	11	99	30*	101	32	-23	.	4
29. CCCN(CCC)Cc1c(C(=O)OCC)nnn1-c1nonc1N
    -9	1	102	0	101	-6	5	-15	5
30. O=C(CCC1CC(=O)Nc2ccccc21)NCc1ccccc1 (stereo not drawn)
    -6	1	104	-2	105	13	3	-12	3
31. CCc1ccc(Nc2nnc(SCC(=O)NCCN3C(=O)CSC3=O)s2)cc1
    10	-3	116	-1	103	1	1	9	0
32. O=S(=O)(N1CCOCC1)N1CCCN(S(=O)(=O)N2CCOCC2)CC1
    -15	1	103	2	107	18	10	5	7
33. Cc1nc2ccc(S(=O)(=O)NC(C(=O)NCc3cccs3)C(C)C)cc2s1 (stereo not drawn)
    -21	3	102	8	100	0	0	26	3
34. CC(=O)c1ccc(OC(=O)COc2ccccc2)cc1
    8	-1	112	6	110	3	6	10	5
35. COc1ccc(NC(=O)C(c2ccc(OC)cc2)N(C)C(=O)c2cnccn2)cc1 (stereo not drawn)
    -12	2	104	3	104	16	0	15	5
36. CC(=O)N/C(=C\c1ccccc1)C(=O)NCc1ccc2c(c1)OCO2
    -13	5	105	6	104	10	2	15	2
37. COc1ccc(/C=N\N2CCN(Cc3ccccc3Cl)CC2)cc1
    -4	-14	103	2	107	23	-5	10	5
38. COc1ccc2cc(C(=O)C3CCCN(C(=O)CCc4ccccn4)C3)ccc2c1 (stereo not drawn)
    5	-3	103	0	97	19	-4	6	-2
39. COc1ccccc1N(CC(=O)NCC1CCCO1)C(=O)CNS(=O)(=O)c1ccccc1 (stereo not drawn)
    -10	6	135*	-1	116	24	8	.	27
40. COc1ccc(C(=O)/C(=C\c2ccco2)N2C=CC=CC2=C(C#N)C#N)cc1
    -17	-28	100	8	101	-7	2	8	-2
41. CC(NCc1ccc(F)cc1)C(=O)Nc1cc(S(=O)(=O)N2CCCCC2)ccc1Cl (stereo not drawn)
    -2	-9	107	-5	100	-13	-1	-10	-1
42. CCN(CC)C(=O)c1sc(NC(=O)Cc2cccs2)c(C#N)c1C
    -5	7	101	-6	97	13	-2	-5	1
43. CC(C)OC(=O)c1ccc(NC(=S)NC(=O)c2cncc(Br)c2)cc1
    1	2	99	0	96	5	5	-27	0
44. COc1ccc(CCN2C(=O)C3C4CC(C5C(C(N)=O)=NOC45)C3C2=O)cc1OC (stereo not drawn)
    2	0	102	3	101	11	-3	1	5
45. CCN(CC)C(=O)Cn1cc(S(=O)(=O)CC(=O)Nc2ccc(F)cc2)c2ccccc21
    -5	2	101	4	99	3	1	5	3
46. CC(C)Oc1ccc(C(=O)/C(=C\c2cccs2)c2nc3ccccc3o2)cc1
    7	2	111	1	93	-14	0	44	-5
47. CCOC(=O)C1CCCn2c1nc1sc3c(c1c2=O)CCCC3 (stereo not drawn)
    -8	-5	99	1	95	9	-6	8	1
48. Cc1ccc(-c2c(C#N)c(N)n(-c3ccc(C)cc3)c(=O)c2C#N)cc1
    -12	3	99	0	100	22	0	8	2
49. Cc1nc2c(oc3ccc(Cl)cc32)c(=O)[nH]1
    -4	-8	49*[inhibitor]	1	50	10	-2	.	-29
50. N#CCC1c2ccccc2CCN1C(=O)Nc1cccc(C(F)(F)F)c1 (stereo not drawn)
    -6	-2	102	-4	100	-13	0	3	3
51. CC(=O)c1ccc(NC(=O)N2CCN(c3ccc(C)cc3)C(C)C2)cc1 (stereo not drawn)
    10	8	103	9	99	-7	-4	3	5
52. O=C(N/N=C/c1ccc(OC(F)F)cc1)C1=COCCO1
    4	-1	112	-2	105	-7	-3	15	0
53. O=C(COC(=O)c1ccc(S(=O)(=O)N2CCCC2)cc1)NCc1ccc(Cl)cc1
    -9	7	101	10	101	7	4	-7	1
54. COc1cccc(NC(=S)Nc2ccc(O)cc2)c1
    -1	35*	78	-5	71	25	1	-64	3
55. Cc1nn(C)cc1CNC(=O)CCC(=O)O
    9	-1	104	-1	101	6	0	12	9
56. O=C(COC(=O)[C@@H]1CCCN1S(=O)(=O)c1ccc(Cl)cc1)NC1CC1
    -15	0	101	-2	107	1	-1	0	7
57. Cc1ccc(NC(=O)c2ccc(-c3nn(C)c(=O)c4ccccc34)cc2)cc1
    4	0	96	11	96	28	-19	-10	-1
58. Cc1ccc(-n2nc(C)cc2Nc2ncc(Cl)cc2Cl)cc1
    -7	3	105	5	125	1	0	28	30
59. Cc1c(C(=O)O)c2cc(O)ccc2n1-c1ccccc1
    -14	-6	95	-1	94	14	0	7	-3
60. CN(C)c1ccc(/C=C/c2cc[n+]([O-])cc2)cc1
    -82	6	105	22*	102	46	.	6	13

Further compounds
Under each structure – pCIP destab	PfM18AAP inh	MEKK3 PB1 HTS	IDE inh	MEKK2 WT-MEK5	UBC9 SUMO inh	IDE cell activ	NALP1 inh	MEKK2mut PB1 HTS
61. O=C(CS(=O)(=O)c1cn(CC(=O)N2CCCC2)c2ccccc12)Nc1ccccc1
    14	0	98	5	97	9	1	-4	-2
62. CN(C)c1ccc(/C=N/NC(=O)CNC(=O)c2ccncc2)cc1
    -4	9	95	-5	95	10	1	4	-3
63. COc1ccc(NC(C)=O)c2nc(C)c(C)nc12
    4	-11	101	10	98	-7	0	29	-4
64. CCOc1ccccc1NC(=O)NCCc1c[nH]c2ccccc12
    2	0	105	1	106	-32	1	18	1
65. COc1ccc(CN2C3CCC2CC(NC(=O)c2cc(OC)c(OC)c(OC)c2)C3)cc1 (stereo not drawn)
    1	-2	109	2	121	-1	4	13	5
66. CCN(CC)S(=O)(=O)c1ccc(-c2csc(C)n2)cc1
    8	5	102	2	97	7	3	8	0
67. CC(C)c1nnc(NC(=O)COC(=O)/C=C/c2ccc([N+](=O)[O-])cc2)s1
    -12	6	103	-6	101	7	0	3	3
68. CC(C)c1ccccc1OCCNC(=O)c1cncc(Br)c1
    1	3	99	-1	95	-11	0	11	0
69. COc1ccc(OC)c(S(=O)(=O)CC(=O)c2cc3ccc(OC)cc3oc2=O)c1
    -12	10	103	-4	96	16	-5	22	4
70. COCCn1c(C)cc(C(=O)COC(=O)c2cccc(O)c2)c1C
    -3	3	92	-5	92	1	4	.	-13
71. Cc1ccc(C(C(=O)NC2CCCC2)N(Cc2cccs2)C(=O)CNC(=O)c2cccs2)o1 (stereo not drawn)
    -6	-6	92	4	103	8	-2	4	4
72. CN(C)c1ccc(C(=O)OCC(=O)NCC2CCCO2)cc1 (stereo not drawn)
    -3	-7	95	-2	91	11	3	-9	-6
73. O=C(Nc1ccc(N2CCN(C(=O)c3cccs3)CC2)cc1)c1cccnc1Cl
    -3	-10	76	-8	69	6	-1	-14	-14
74. O=C(CSc1ncnc2nc[nH]c12)c1ccccc1
    -2	-1	99	2	100	0	-2	28	7
75. CCOCCCNC(=S)N1CCCN(c2nc3cc(C)ccc3cc2C#N)CC1
    -4	15	99	-1	92	15	5	-2	-6
76. CC1CCN(C(=O)Cn2ncc3c([nH]c4ccccc43)c2=O)CC1
    6	-1	103	5	100	13	3	-1	4
77. COc1ccc(OCC(=O)N2CCC(Cc3ccccc3)CC2)cc1
    10	6	101	5	103	0	-1	18	2
78. CCc1cccc2c(C(=O)CN3C(=O)NC(C)(c4cccc5ccccc45)C3=O)c[nH]c12 (stereo not drawn)
    -4	5	101	-10	112	1	2	8	6
79. O=C(OCn1nnc2ccccc2c1=O)c1cc2ccccc2o1
    -1	.	106	-3	103	-10	3	-28	8

One compound at a time, as listed above.
Listed for CCc1cccc2c(C(=O)CN3C(=O)NC(C)(c4cccc5ccccc45)C3=O)c[nH]c12 (stereo not drawn) : pCIP destab: -4; PfM18AAP inh: 5; MEKK3 PB1 HTS: 101; IDE inh: -10; MEKK2 WT-MEK5: 112; UBC9 SUMO inh: 1; IDE cell activ: 2; NALP1 inh: 8; MEKK2mut PB1 HTS: 6
Listed for CC1CCN(C(=O)Cn2ncc3c([nH]c4ccccc43)c2=O)CC1 : pCIP destab: 6; PfM18AAP inh: -1; MEKK3 PB1 HTS: 103; IDE inh: 5; MEKK2 WT-MEK5: 100; UBC9 SUMO inh: 13; IDE cell activ: 3; NALP1 inh: -1; MEKK2mut PB1 HTS: 4

Screening data as filed in PubChem.
